PI5P4Ka inh: inhibitors of human PI5P4K alpha. P48426. PI5P4Kalpha enzyme, ADP-Glo luminescence, 60 min; hits give low values. max response, %. 1.2% of 330,000 active; active means max response of -50% or lower; inconclusive means between -30% and -50%; inactive means -30% or higher; further: value at the top dose of about 77 µM; on the % scale 0 is the no-effect control and ±100 the full control effect
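Human PI5P4Kalpha with substrate in 0.038 M HEPES pH 7.4, 0.28 mM EGTA, 0.1% CHAPS, 5% DMSO; reaction started with 5 microM ATP (final), 60 min at room temperature. ADP formed read by ADP-Glo luminescence.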
WRN inhibitor: WRN helicase (human) inhibition; 0.46% of 360,000 active; Q14191; WRN helicase unwinding, fluorescent forked duplex, kinetic; Potency, µM (doses to about 114 µM), for the others: at the highest dose activity change, negative = inhibition, usual class: inhibitors; further: potency means the concentration at half of the fitted maximal effect; on the % scale 0 is the no-effect control and ±100 the full control effect; nearly all actives have a fitted effect of over 55% in size
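WRN at 20 nM final was preincubated with compound for 15 min at room temperature; reaction started with 100 nM forked duplex oligonucleotide carrying fluorophore and quencher plus 2 mM ATP (final). Unwinding followed kinetically by red fluorescence (ex 525/em 598 nm).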
EPAC1 ag: activates human EPAC1 exchange factor; O95398; Potency, µM (top dose mostly 154 µM), for inactives: at the highest dose activation, most hits filed as activators; 0.073% of 360,000 active; EPAC1 agonist qHTS, biochemical assay; response scale: 100% = response to 6.5 mM cAMP; further: potency means the concentration at half of the fitted maximal effect; nearly all actives have a fitted effect of over 60% in size
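EPAC1 100 nM, Rap1B–BODIPY-GDP 250 nM, unlabeled GDP 50 uM; compound titration; 5 min RT; kinetic read ex480/em540 at 5-min intervals ×30 min; data normalized to 6.5 mM cAMP agonist control.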
EPAC1 antagonist: blocks human EPAC1 exchange factor; 0.14% of 360,000 active; EPAC1 GEF assay, Rap1b-BODIPY-GDP exchange fluorescence; Potency, µM (top dose mostly 115 µM), inactives show at the highest dose activity change, negative = inhibition, hits mostly inhibitors; O95398;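 further: potency means the concentration at half of the fitted maximal effect; plate controls were vehicle for no effect and positive control for full effect; nearly all actives have a fitted effect of over 50% in size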
EPAC2 antagonist: EPAC2 (human) antagonism; Q8WZA2; EPAC2 GEF exchange of Rap1B-BODIPY-GDP, fluorescence; Potency, µM (highest dose often 114 µM), inactives show at the highest dose activity, negative = inhibition, usual class: inhibitors; 0.18% of 360,000 active; further: potency means the concentration at half of the fitted maximal effect; on the % scale 0 is the no-effect control and ±100 the full control effect; nearly all actives have a fitted effect of over 45% in size; many of its hits are not listed in these tables
MmCpn inh: M. maripaludis TRiC chaperonin inhibition; purified Mm-Cpn ATPase, ADP Transcreener TR-FRET; Potency, µM (titrated, usually from 76.9 µM), inactives show at the top dose activity, negative = inhibition, most hits filed as inhibitors; 0.031% of 330,000 active; AID 504842; further: potency means the concentration at half of the fitted maximal effect; on the % scale 0 is the no-effect control and ±100 the full control effect; nearly all actives have a fitted effect of over 80% in size
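Compound-treated chaperonin, 25 nM final, turns over 10 uM ATP at 37°C for 30 min following a 10 min preincubation; ADP generated competes with ADP-d2 for Eu-cryptate antibody, lowering FRET.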
PLK1 PBD block: inhibitors of human PLK1 polo-box domain binding; P53350; Plk1 PBD binding of FITC phosphopeptide, fluorescence polarization; Potency, µM, inactives show max response, negative = inhibition, hits mostly inhibitors; 2.8% of 360,000 active; AID 720504; further: potency means the concentration at half of the fitted maximal effect; series mostly up to about 57 µM; on the % scale 0 is the no-effect control and ±100 the full control effect; nearly all actives have a fitted effect of over 65% in size
CCT modulator: modulators of cytosolic chaperonin (CCT/TRiC) activity; purified chaperonin ATPase assay, HTRF ADP detection, 30 min; activity change, % (test concentration not listed), hits read low; 0.3% of 360,000 active; in the data active means activity change below about -30%; further: on the % scale 0 is the no-effect control and ±100 the full control effect
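TRiC (40 or 20 nM final, by batch activity) in 30 mM Tris pH 7.4, 100 mM KCl, 5 mM MgCl2, 1 mM DTT was treated with compound at 76 uM single dose, then 10 uM ATP, 30 min at 37 °C. ADP was read by HTRF Transcreener.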
The depositor's hits bear a star; ? = inconclusive; . = not tested or not shown; [ ] = dose if it differs, or a comment. Unless noted, the call rests on the fitted dose curve; in most records, active means well fitted curve in the direction sought with a large enough effect; inconclusive means small, poorly fitted or top-dose-only effect, or another doubt; inactive means no such curve, though single readings can be large; an effect the other way counts as inactive or inconclusive. A portion of the library. The share of hits here may be higher or lower than overall.

1: CC(=O)Nc1cccc(NC(=O)CSc2nnnn2C(C)C)c1
2: COc1ccc(CNC(=O)C[C@H]2C[C@H](C(=O)N3CCOCC3)[C@@]3(C)c4[nH]c5cc(CCC(=O)N(C)C)ccc5c4CCN3C2=O)cc1OC
3: COc1ccc2ncc(OC(C)=O)cc2c1
4: C=CCOc1ccc(/C=N/NC(=O)c2c(C)nc3ccc(Cl)cn23)cc1
5: Nc1nc(SCC(=O)N2CCOCC2)n[nH]1
6: Cc1ccc(S(=O)(=O)N2CCN(c3ccc([N+](=O)[O-])c(Sc4nncn4C)c3)CC2)cc1

assay / compound	1	2	3	4	5	6
PI5P4Ka inh	-6	-3	-3	0	-5	6
WRN inhibitor	2%[57.1 µM]	-4%	-21%	-2%	3%[57.1 µM]	-30%
EPAC1 ag	-11%	17%	17%	-1%	-4%	-5%
EPAC1 antagonist	0%	6%	6%	-6%	5%	2%
EPAC2 antagonist	9%	-4%	1%	7%	0%	-3%
MmCpn inh	0%	1%	1%	1%	-1%	1%
PLK1 PBD block	-2%	-4%	-7%	-9%	-27%	-9%
CCT modulator	0.7	-1.9	-2.0	1.7	2.6	-3.1

Next section, starting with the last 2 of the part before.
5: Nc1nc(SCC(=O)N2CCOCC2)n[nH]1
6: Cc1ccc(S(=O)(=O)N2CCN(c3ccc([N+](=O)[O-])c(Sc4nncn4C)c3)CC2)cc1
7: Cc1cc(C(=O)OCC(=O)N2CCN(c3ccccc3)CC2)c2ccccc2n1
8: CCNC(=O)/C(C#N)=C/c1c(N2CCN(c3ccccc3)CC2)nc2c(C)cccn2c1=O
9: Cc1ccc(CCN2CC(C(=O)NCCN(C)C)CC2=O)cc1 (configuration not stated)
10: CCC[C@@H]1CCCO[C@@](C(=O)NCc2cc(C)n(C)n2)(C(F)(F)F)C1
11: CCOC(=O)c1cnn(C)c1NC(=O)c1ccc(Cl)cc1Cl
12: Cc1ccc(C2=NN(C(=S)Nc3ccccc3)C(c3ccco3)C2)cc1 (configuration not stated)

assay / compound	5	6	7	8	9	10	11	12
PI5P4Ka inh	-5	6	-5	7	-3	2	-4	-25
WRN inhibitor	3%[57.1 µM]	-30%	-5%[57.1 µM]	5%	1%	5%	-12%	-23%
EPAC1 ag	-4%	-5%	1%	9%	-1%	15%	1%	-10%
EPAC1 antagonist	5%	2%	-4%	9%	-4%	-26%	-3%	2%
EPAC2 antagonist	0%	-3%	-2%	-5%	2%	7%	2%	5%
MmCpn inh	-1%	1%	1%	-1%	-1%	.	-1%	-12%
PLK1 PBD block	-27%	-9%	2%	-21%	-11%	-10%	-3%	-2%
CCT modulator	2.6	-3.1	0.4	-1.0	-4.3	-1.7	-0.1	-0.8

13: COC(=O)c1ccc(N2CCOCC2)c(NC(=O)c2ccc(Br)o2)c1
14: CCOC(=O)C1CCCN(C(=O)c2sc3nc(C)nc(N4CCOCC4)c3c2C)C1 (configuration not stated)
15: Fc1ccccc1C1CCN(Cc2nc(CC3CC3)no2)C1 (configuration not stated)
16: COc1ccc(NC(=S)NCc2cccnc2)cc1OC
17: CN(C)S(=O)(=O)c1ccc(C(=O)NCc2cccs2)cc1
18: Cc1cccn2c(=O)nc(SCC(=O)Nc3ccc4c(c3)OCCO4)nc12

assay / compound	13	14	15	16	17	18
PI5P4Ka inh	6	.	-2	1	.	2
WRN inhibitor	-14%	-5%	6%	-1%	-3%	-17%
EPAC1 ag	10%	0%	-8%	-6%	6%	-1%
EPAC1 antagonist	3%	1%	2%	0%	-3%	-21%
EPAC2 antagonist	4%	4%	8%	5%	-6%	-3%
MmCpn inh	-1%	-3%	2%	-6%	-2%	-5%
PLK1 PBD block	-10%	-3%	-5%	0%	-2%	-3%
CCT modulator	-1.4	-10	-1.4	0.7	0.2	0.7

19: Cc1ccc(S(=O)(=O)Nc2ccccc2N=Cc2c(F)c(F)c(F)c(F)c2F)cc1
20: O=C(c1ccco1)N1CCN(c2ncnc3scc(-c4ccc(Cl)cc4)c23)CC1
21: Cc1nn(-c2ccccc2)c(/N=C/c2ccccc2O)c1-c1ccccc1
22: CSc1ncccc1C(=O)OCC(=O)N(CC(C)C)c1c(N)n(Cc2ccccc2)c(=O)[nH]c1=O
23: CCC(C)NC(=O)C1=CCN(S(=O)(=O)c2ccc(C)cc2)CC1 (configuration not stated)
24: CC(=O)Nc1ccc(/C(C)=N/NS(=O)(=O)c2ccc(C)cc2)cc1

assay / compound	19	20	21	22	23	24
PI5P4Ka inh	9	-13	11	1	0	2
WRN inhibitor	-6%	1%	-5%	13%	2%	-4%
EPAC1 ag	3%	13%	-6%	-3%	-5%	12%
EPAC1 antagonist	-9%	-1%	-6%	18%	5%	-15%
EPAC2 antagonist	-11%	8%	-2%	3%	7%	-3%
MmCpn inh	.	.	0%	1%	-4%	0%
PLK1 PBD block	-4%	-1%	-7%	-3%	-28%	-10%
CCT modulator	0.1	-1.5	-1.8	-0.4	-1.3	-1.6

25: Cc1cc(C)[n+](C)n1CC(O)Cn1c2ccccc2c2ccccc21 (configuration not stated)
26: O=C(CSc1nc2ccccc2[nH]1)Nc1ccc(N2CCOCC2)cc1
27: Cc1ccccc1C(=O)NC(=S)NCCN1CCOCC1
28: O=C(Nc1ccc(Oc2cccc(C(F)(F)F)c2)nc1)c1ccccc1
29: Cc1ccc(CN2CCN(C(=O)CC(C)C)CC2)cc1
30: COc1ccc(CNC(=O)COC(=O)c2ccc(C)c(S(=O)(=O)N3CCOCC3)c2)cc1

assay / compound	25	26	27	28	29	30
PI5P4Ka inh	-4	2	-2	6	2	-10
WRN inhibitor	5%[57.1 µM]	-1%	-14%	-10%	8%	3%
EPAC1 ag	-3%	2%	-11%	-6%	2%	-5%
EPAC1 antagonist	3%	-1%	-9%	-13%	-5%	-13%
EPAC2 antagonist	-1%	3%	10%	-30%	2%	8%
MmCpn inh	1%	1%	-1%	0%	1%	-2%
PLK1 PBD block	-14%	-19%	-10%	-4%	-16%	-5%
CCT modulator	-14	-1.7	0.3	-0.2	-5.7	0.0

Look-ups from the entries so far:
EPAC1 ag, #9 : -1%
PLK1 PBD block, #11 : -3%
CCT modulator, #24 : -1.6

Next part
31: CC(=O)N1CCN(c2ccc(S(=O)(=O)NCCN(C(C)C)C(C)C)cc2[N+](=O)[O-])CC1
32: CN(C)Cc1c(C(=O)N/N=C/C=C/c2ccccc2)nnn1-c1nonc1N
33: Oc1ccc(Br)cc1CNc1nccs1
34: CC(Oc1ccc(Cl)cc1)c1ccnn1S(=O)(=O)c1ccccc1 (configuration not stated)
35: Cc1nc2ccc(S(=O)(=O)NCC(=O)NCCN3CCCCCC3)cc2s1
36: CC(C)C1C(=O)NC(=S)N1S(=O)(=O)c1ccc(C(C)(C)C)cc1 (configuration not stated)

assay / compound	31	32	33	34	35	36
PI5P4Ka inh	3	7	2	1	1	-5
WRN inhibitor	-3%	-1%	-3%	-3%	-31%	-8%
EPAC1 ag	-6%	-10%	10%	14%	-9%	-4%
EPAC1 antagonist	4%	20%	-21%	1%	?	2%
EPAC2 antagonist	6%	12%	-2%	-1%	-15%[57.1 µM]	-8%
MmCpn inh	-1%	0%	1%	2%	-1%	1%
PLK1 PBD block	1%	1%	-10%	-6%	-21%	24µM*
CCT modulator	2.1	-1.3	1.5	0.2	-1.7	0.7

37: CCCn1c(N)c(N(CCOC)C(=O)CSc2cc(C)c3ccccc3n2)c(=O)[nH]c1=O
38: CC(C)c1c(C(=O)N/N=C/C=C/c2ccccc2)nnn1-c1nonc1N
39: Cc1ccnc(NS(=O)(=O)c2ccc(NC(=O)c3ccc(Cl)cc3[N+](=O)[O-])cc2)n1
40: O=C1CSC(c2ccccc2)N1Nc1nc(N2CCOCC2)nc(N2CCOCC2)n1 (configuration not stated)
41: c1ccc(-c2nnc3sc(-c4cc5ccccc5o4)nn23)cc1
42: CCOC(=O)[C@H](O)[C@@H](O)c1cccc([C@H](O)[C@@H](O)C(=O)OCC)c1

assay / compound	37	38	39	40	41	42
PI5P4Ka inh	0	-7	-6	1	.	0
WRN inhibitor	-3%	-8%	4%	4%	-20%	4%
EPAC1 ag	-9%	-6%	-2%	6%	6%	-13%
EPAC1 antagonist	-3%	-22%	-2%	6%	-5%	2%
EPAC2 antagonist	1%	7%	-7%	-2%	-11%	-4%
MmCpn inh	.	0%	3%	2%	-4%	0%
PLK1 PBD block	-23%	7%	-14%	0%	-24%	-11%
CCT modulator	2.1	-1.7	-1.2	-0.9	-3.3	1.5

43: CSc1nnc(C(C)(C)C)c(=O)n1/N=C/c1ccccc1O
44: Cc1ccc(-c2noc(CCC(=O)Nc3ccccc3N3CCN(C)CC3)n2)cc1
45: COc1ccc(N=C2NC(=O)S/C2=C\c2ccc(N(C)C)cc2)cc1
46: CSc1ccc(CN2CCC(C)(Oc3ccc(F)cc3)C2)cc1 (configuration not stated)
47: O=[N+]([O-])c1ccc(Nc2cccc3c2[nH]c2c(-c4ccccc4)nccc23)c([N+](=O)[O-])c1
48: CCOC(=O)C1(Cc2cccc(Cl)c2)CCCN(C(=O)c2ccnn2C)C1 (configuration not stated)

assay / compound	43	44	45	46	47	48
PI5P4Ka inh	5	8	-6	-2	-1	-6
WRN inhibitor	-2%	-22%[57.1 µM]	?	-6%	?	-31%
EPAC1 ag	10%	-4%	?	-3%	5%	-3%
EPAC1 antagonist	-3%	-5%	-4%	-14%	-2%	13%
EPAC2 antagonist	-3%	2%	3%	-24%	2%	-6%
MmCpn inh	-1%	-2%	-4%	.	.	2%
PLK1 PBD block	24µM*	1%	?	-5%	-8%	-2%
CCT modulator	0.2	2.6	-0.6	0.8	-2.3	-0.1

49: CCOC(=O)/C=C1\SCC(=O)N1CC(=O)Nc1ccc2c(c1)CCC2
50: CC1CCc2nn(CC(=O)N3CCc4ccccc43)cc2C1 (configuration not stated)
51: CCOC(=O)c1oc2ccccc2c1N
52: C=CCNC(=O)CN1CCC(NC(=O)c2ccco2)CC1

assay / compound	49	50	51	52
PI5P4Ka inh	.	-1	-5	-1
WRN inhibitor	-19%	-2%	0%	9%
EPAC1 ag	6%	-3%	0%	-4%
EPAC1 antagonist	-1%	8%	0%	-10%
EPAC2 antagonist	-7%	7%	-4%	3%
MmCpn inh	2%	2%	0%	-1%
PLK1 PBD block	2%	-3%	0%	-3%
CCT modulator	-3.8	-1.2	0.2	-4.6

Source: PubChem BioAssay
